Assay outcomes: PubChem, several laboratories
FBA Mtb inh = Mtb FBA enzyme inhibitors, primary screen, biochemical, fluorescence, strain H37Rv; purified M. tuberculosis FBA, fluorescence read-out; inhibition, % at 1 µM; 360,000 tested, 2.3% active; AID 588726, 2011; in the data active means inhibition above about 27%;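 further: 0% = vehicle and 100% = reference inhibitor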
BoNT F protease = BoNT/F light chain protease inhibitors, primary screen, biochemical, flow cytometry, MLPCN library | Multiplex microsphere protease cleavage assay | inhibition, % at 10 µM | 360,000 tested, 0.22% active | AID 588497, 2011; in the data active means inhibition above about 35%, passing the limit was not always enough; inconclusive means no clear call, values can overlap the other calls; further: plate controls were buffer without enzyme for full effect and enzyme alone for no effect
UGM FP inh = M. tuberculosis UGM enzyme inhibitors, primary screen, biochemical, fluorescence polarization, single point | UDP-galactopyranose mutase (Mycobacterium tuberculosis (strain ATCC 25618 / H37Rv)), … | inhibition, % at 10 µM | purified UGM, fluorescence polarization probe displacement | 320,000 tested, 0.06% active | AID 504406, 2011; in the data active means inhibition above about 10%, passing the limit was not always enough; inconclusive means no clear call, values can overlap the other calls
Target sequence (P9WIQ1 whole entry, looked up): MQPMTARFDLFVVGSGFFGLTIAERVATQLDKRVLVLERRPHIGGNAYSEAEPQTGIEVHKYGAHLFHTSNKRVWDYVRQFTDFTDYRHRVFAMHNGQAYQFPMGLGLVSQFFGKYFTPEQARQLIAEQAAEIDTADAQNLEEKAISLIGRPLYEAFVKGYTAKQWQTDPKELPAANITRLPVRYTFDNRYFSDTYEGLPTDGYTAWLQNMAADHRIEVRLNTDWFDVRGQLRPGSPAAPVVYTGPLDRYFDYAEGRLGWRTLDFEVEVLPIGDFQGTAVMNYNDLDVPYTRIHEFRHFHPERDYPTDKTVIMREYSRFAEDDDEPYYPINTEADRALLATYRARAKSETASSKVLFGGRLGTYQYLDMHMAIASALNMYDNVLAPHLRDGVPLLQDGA
GDH-TPI counter = GDH-TPI coupling enzyme inhibitors, primary screen, artefact control for M. tuberculosis FBA inhibitor project, biochemical, absorbance, full deck; GDH-TPI coupled enzyme counterscreen, NADH absorbance; inhibition, % at 4.8 µM; 360,000 tested, 1.2% active; AID 588335, 2011;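 further: 0% = DMSO wells and 100% = wells lacking the enzyme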
FadD28 FP inh = inhibitors of FadD28 bisubstrate probe binding, primary screen, biochemical, fluorescence polarization, single point; Mycobacterium tuberculosis FadD28 fatty-acid-AMP ligase; inhibition, % at 12.5 µM; 360,000 tested, 0.22% active; in the data active means inhibition above about 8.5%, passing the limit was not always enough; inconclusive means no clear call, values can overlap the other calls
CCHF vOTU inh = CCHFV vOTU protease inhibitors, primary screen, biochemical, Pep-AMC substrate, fluorescence; 370,000 tested, 0.55% active; Crimean-Congo hemorrhagic fever virus L polyprotein viral ovarian tumor (vOTU) protease …; inhibition, % at 11.5 µM; further: 0% = vehicle wells with enzyme and 100% = no enzyme wells
DUSP3 inh = VHR1 phosphatase inhibitors, primary screen, biochemical, absorbance, uHTS. inhibition, % at 13.3 µM. 290,000 tested, 0.52% active. recombinant VHR phosphatase, pNPP absorbance. Dual specificity protein phosphatase 3 (Homo sapiens), P51452. AID 1654, 2009; in the data active means inhibition above about 50%; further: some compounds called inactive have numbers as strong as hits
MazEF act = activators of E. coli MazEF toxin-antitoxin RNase, primary screen, biochemical, fluorescence, uHTS. FAM/BHQ RNA-DNA oligo cleavage fluorescence, 5 h. Endoribonuclease toxin MazF (Escherichia coli (strain K12)), P0AE70. activation, % at 20 µM. AID 504720, 2011. 350,000 tested, 0.32% active; in the data active means activation above about 50%
Target sequence (P0AE70 whole entry, looked up): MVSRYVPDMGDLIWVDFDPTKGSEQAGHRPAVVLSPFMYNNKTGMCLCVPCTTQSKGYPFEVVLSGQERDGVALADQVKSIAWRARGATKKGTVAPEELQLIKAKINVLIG
Mtb BioA inh = M. tuberculosis BioA enzyme inhibitors, primary screen, biochemical, plate reader, single point, HTS; purified M. tuberculosis BioA enzyme; AID 602481, 2012; 7,8-diaminopelargonic acid synthase BioA (Mycobacterium tuberculosis); 360,000 tested, 0.096% active; inhibition, % at 9.99 µM; in the data active means inhibition above about 40%; inconclusive means no clear call, values can overlap the other calls
Rv3671c inh = Rv3671c serine protease inhibitors, primary screen, biochemical, fluorescence polarization, M. tuberculosis H37Rv. inhibition, % at 5.96 µM. P9WHR9. 320,000 tested, 0.048% active. AID 2606, 2010; in the data active means inhibition above about 38%;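 further: extracellular domain of Rv3671c used as enzyme; 0% = enzyme with DMSO and 100% = no enzyme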
Target sequence (P9WHR9 whole entry, looked up, the tested form may be a part): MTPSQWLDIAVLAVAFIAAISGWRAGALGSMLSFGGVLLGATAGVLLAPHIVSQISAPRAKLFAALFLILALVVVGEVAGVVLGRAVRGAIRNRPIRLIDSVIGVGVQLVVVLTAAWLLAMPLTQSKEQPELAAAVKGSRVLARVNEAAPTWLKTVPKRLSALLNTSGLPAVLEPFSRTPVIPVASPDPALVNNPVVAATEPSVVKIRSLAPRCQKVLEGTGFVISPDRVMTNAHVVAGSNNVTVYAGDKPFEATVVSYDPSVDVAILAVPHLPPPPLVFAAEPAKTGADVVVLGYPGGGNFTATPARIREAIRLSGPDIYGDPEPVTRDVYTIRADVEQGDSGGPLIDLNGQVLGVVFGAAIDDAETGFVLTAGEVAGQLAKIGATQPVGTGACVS
Starred values were filed as active, the others as inactive; ? = inconclusive; · = not tested or not shown; + = active, no number. Unless noted, no stated cut-off is given here; in the data, active means inhibition above about 30%; inactive means the rest.

SMILES | FBA Mtb inh | BoNT F protease | UGM FP inh | GDH-TPI counter | FadD28 FP inh | CCHF vOTU inh | DUSP3 inh | MazEF act | Mtb BioA inh | Rv3671c inh
COc1ccc(C2C3=C(CC(C)(C)CC3=O)N(CCN3CCOCC3)C3=C2C(=O)CC(C)(C)C3)cc1 | 23 | -2 | -2.4 | 14 | -0.7 | -34 | 25 | 5 | 0.0 | 6
O=C(COC(=O)/C=C/c1cccs1)Nc1ccc(Cl)cc1F | -3 | 5 | -0.3 | 7 | -4.2 | 9 | · | 5 | · | -4
CCN(CC)CCN1C(=O)C(O)=C(C(C)=O)C1c1ccccc1[N+](=O)[O-] (stereo not drawn) | -1 | · | 0.6 | 3 | -1.0 | 17 | 19 | -25 | -0.5 | -14
CCC(=O)N1c2ccc(S(=O)(=O)N3CCN(c4ccc([N+](=O)[O-])cc4)CC3)cc2CC1C (stereo not drawn) | -1 | 2 | 0.5 | 3 | 0.1 | 3 | -2 | -3 | -2.0 | -2
CN(Cc1ccccc1)C(=O)c1cc2ccccc2o1 | 0 | 0 | 4.1 | 12 | -1.3 | -13 | 2 | -5 | · | -3
CC(C)c1ccccc1NC(=S)NCc1ccncc1 | 0 | -3 | -0.4 | -5 | -1.9 | -9 | 22 | 7 | · | -1
O=C(NC1CS(=O)(=O)CC1NCc1ccccc1)c1ccccc1 (stereo not drawn) | 0 | 72* | -1.9 | -1 | -1.0 | 11 | -12 | -1 | -2.9 | 1
CC(C)[C@H](NS(=O)(=O)c1ccccc1)C(=O)OCC(=O)Nc1ccc2c(c1)OCO2 | -1 | -4 | -2.3 | 0 | 1.1 | 4 | 6 | 3 | · | -2
COC(=O)C1=C(c2ccc(F)cc2OCc2ccccc2)C[C@@H]2CC[C@H]1N2C(=O)NCc1ccc2c(c1)OCO2 | -2 | -5 | -1.8 | 3 | -1.5 | 4 | · | 5 | -1.3 | -9
Cc1c(CCC(=O)O)c(=O)oc2cc(O)ccc12 | + | -1 | 2.3 | 20 | -0.7 | -351 | 1 | -1 | -2.1 | -3
CCc1c(C)nc(SCC(=O)N2CCCCC2C)[nH]c1=O (stereo not drawn) | 4 | -18 | -0.1 | 0 | -2.0 | 6 | 14 | 5 | · | 11
Cc1ccc(-n2ncc3c2CC(C)(C)CC3NC(=O)c2ccccn2)cc1 (stereo not drawn) | 0 | 4 | 0.0 | 4 | 0.4 | 24 | 4 | 9 | 27 | 1
Cc1ccc(C)c(SCC(=O)NC(=O)NCc2ccccc2)c1 | 4 | -2 | -1.9 | 1 | 1.1 | -6 | -2 | -3 | -0.1 | -2
COc1ccc(CN2CCC(=O)N([C@H](CO)Cc3ccccc3)CC2)cc1OC | 13 | 10 | 0.5 | -1 | -2.0 | 16 | 17 | 8 | -0.6 | 11
Cc1c(C(=O)NN)nc2ccccn12 | 1 | 3 | -2.4 | 12 | -1.8 | 9 | 13 | 3 | · | 1
Cc1ccc(C2(O)C(=O)c3ccccc3C2=O)c(O)c1C | 2 | · | -3.9 | -5 | -1.8 | 9 | 27 | -33 | 0.5 | 1
Cc1nc(NCCCn2ccnc2)c2oc3ccccc3c2n1 | -1 | -5 | 1.1 | 0 | 1.1 | 4 | -8 | 8 | 10 | 1
C[C@@]12C(=O)N(Cc3ccco3)CC(=O)N1[C@H]1c3cc(Cl)ccc3OC[C@@H]1[C@@H]2c1ccccc1 | 0 | 0 | 1.1 | -2 | -6.2 | 2 | · | 33 | 2.8 | -9
COc1ccc(NS(=O)(=O)c2ccc(-c3cnc(C4CC4)o3)cc2)cc1OC | 2 | 12 | -2.6 | 1 | -1.7 | 9 | 52* | 0 | -0.5 | -2
COCCNc1nc(-c2ccc(OC)cc2C)c2sc(-c3ccccc3)cc2n1 | 7 | -2 | · | 7 | -6.2 | -10 | · | · | -0.4 | ·
COCCNC(=O)C(C)OC(=O)C1=Cc2ccccc2OC1 (stereo not drawn) | 1 | -4 | 2.8 | 11 | 0.3 | 7 | 15 | 11 | · | -4
c1cnc(SCCCOc2ccc3ccccc3c2)nc1 | -8 | · | -1.1 | 8 | -3.2 | 6 | -19 | -5 | -2.0 | 2
O=C(NCC1CC1)c1ccc(-n2ccnc2)c2ccoc12 | 0 | -3 | · | 2 | 0.0 | 17 | · | · | 2.3 | ·
O=C(CC1Nc2ccccc2NC1=O)NC1CCCCC1 (stereo not drawn) | 6 | -1 | 0.6 | 5 | -4.0 | -7 | 2 | 4 | 0.1 | 3
COc1ccc(F)cc1-c1cc(NC(C)=O)c2ncc(-c3cc(OC)c(OC)c(OC)c3)n2c1 | 6 | 1 | · | 7 | -2.4 | -1 | · | · | -0.2 | ·
O=C(NCCN1CCN(S(=O)(=O)c2ccc([N+](=O)[O-])cc2)CC1)C(=O)Nc1ccccc1 | -1 | 0 | 1.1 | -1 | -0.7 | 2 | 11 | -5 | -0.3 | -1
CC(O)c1nc2ccccc2n1CCCOc1ccccc1 (stereo not drawn) | 5 | -4 | 1.7 | 12 | -2.5 | -7 | 25 | 6 | -0.2 | 0
CCOC(=O)C(=NC(C)(C)C)NNc1cc(Cl)ccc1Cl | -1 | -6 | 1.0 | 24 | 0.0 | 0 | 3 | -1 | · | -5
CC(=O)Nc1ccc(Nc2ncnc3c2cnn3-c2ccccc2)cc1 | 0 | -2 | -0.9 | 23 | 2.4 | 2 | 7 | 2 | 0.3 | 4
Cc1ccc(C(=O)Nc2cccc(C(=O)N/N=C/c3ccc(O)cc3)c2)cc1 | 0 | -1 | 2.6 | 21 | -13 | 16 | 17 | 1 | 6.7 | -43
COc1ccc(Cl)cc1NC(=O)CN(C)C(=O)c1cc(C)oc1C | 2 | 8 | 1.8 | -1 | -1.4 | 0 | · | 8 | 1.4 | -2
OCC1(CCc2ccccc2)CCCN(CCCC(F)(F)F)C1 (stereo not drawn) | 0 | 7 | 1.2 | 10 | -2.1 | -5 | 8 | -11 | 1.9 | ·
Cc1ccc(-n2c(C)cc(=O)cc2C)c(C)c1 | -2 | -5 | -0.8 | -2 | -0.3 | 1 | -4 | 1 | -0.9 | 3
O=C(Nc1ccc(F)cc1F)c1ccco1 | 3 | -2 | -1.5 | 7 | -0.9 | 9 | -7 | 0 | · | -4
O=C(N/N=C/c1cccc([N+](=O)[O-])c1)C1CC1c1ccccc1 (stereo not drawn) | 2 | 8 | 0.5 | 9 | -1.8 | 0 | 18 | 7 | -0.2 | 7
COC(=O)C1CCN(Cc2ccc(C)cc2)CC1 | -2 | 4 | 4.3 | 13 | 0.2 | -5 | 28 | 5 | 0.1 | 4
Cc1ccc(Cn2c(=O)oc3ccccc32)cc1 | -3 | -1 | 1.3 | 22 | -1.1 | 2 | 16 | 5 | -0.5 | 7
N=C1c2ccccc2CN1NC(=O)c1ccc(Cl)cc1 | -1 | -7 | 1.9 | 4 | 0.5 | 13 | 24 | -3 | 0.8 | 0
CCOC(=O)C1OC1(c1ccccc1)c1ccccc1 (stereo not drawn) | 3 | -4 | · | 6 | 1.2 | 7 | · | 1 | -2.1 | ·
COc1ccccc1N1CCN(C(=O)C2CCN(S(=O)(=O)c3ccc4c(c3)CC(C)N4C(C)=O)CC2)CC1 (stereo not drawn) | 0 | 8 | -0.6 | 2 | -0.6 | -9 | 23 | 1 | -2.2 | -5
C#CCn1cc(/C=N/NC(=O)COc2cccc3cccnc23)c2ccccc21 | -3 | 5 | -2.9 | -6 | -6.5 | 4 | 0 | -6 | -0.3 | -4
CCNC(=O)CN(c1ccc(F)cc1)S(=O)(=O)c1ccc2c(c1)OCCO2 | 3 | -10 | 1.4 | 0 | -2.1 | 2 | 7 | -10 | -1.4 | -2
COc1ccc(NC(=O)CSc2nc(C)cs2)c(OC)c1 | 1 | -8 | -1.7 | -8 | -4.4 | 0 | 4 | 5 | 0.5 | 1
CN(c1cccc(NC(=O)c2ccccc2N(C)S(C)(=O)=O)c1)S(C)(=O)=O | 1 | -1 | 1.5 | 10 | -3.2 | -4 | 11 | 8 | -0.4 | 5
COc1ccc(C(=O)Nc2ccc(C(=O)N3CCCC3)cc2)cc1[N+](=O)[O-] | -1 | -4 | -8.2 | 9 | -0.7 | 4 | 10 | 2 | -0.1 | -6
CCN(CC)C(=O)CC(c1ccccc1)c1ccco1 (stereo not drawn) | 2 | -3 | -2.0 | -1 | -1.2 | 8 | 10 | -5 | 1.7 | -2
COc1ccc(NC(=O)CC(c2ccccc2)c2ccco2)cc1 (stereo not drawn) | 4 | -5 | 0.0 | -8 | -1.7 | 6 | 17 | 5 | 2.5 | 1
C/C(=N/NC(=O)CNC(=O)c1cccnc1)c1ccc([N+](=O)[O-])cc1 | 1 | 4 | 1.2 | 22 | -1.9 | -9 | -10 | -8 | -0.7 | 5
COc1ccc(/C=N/NC(=O)c2ccc(Br)cc2)cc1Cn1cc(Cl)cn1 | 7 | 2 | -2.6 | 3 | -4.6 | -1 | 7 | -80 | · | -24
FC(F)(F)c1ccccc1-n1c(CN2CCCCC2)n[nH]c1=S | -4 | -16 | 1.1 | -6 | 0.0 | -10 | -3 | -1 | · | 0
CCCN1C(=O)N(c2cccc(C)c2)C(C)(O)CC1(C)C (stereo not drawn) | 1 | ? | -1.2 | -14 | -3.9 | -12 | 20 | 2 | -0.1 | 1
COc1ccc(S(=O)(=O)N(CC(=O)NCc2cccnc2)c2ccc(C)cc2)cc1OC | -8 | 1 | -3.0 | -10 | -1.7 | 8 | -52 | 4 | -0.9 | 1
COc1ccc(C2CC(c3cccc(OC)c3)n3nc(N)nc3N2)cc1 (stereo not drawn) | -1 | -3 | -0.1 | -6 | -3.9 | -10 | 21 | 2 | -0.5 | 1

Profiles, quoted from the list. Order of values: FBA Mtb inh	BoNT F protease	UGM FP inh	GDH-TPI counter	FadD28 FP inh	CCHF vOTU inh	DUSP3 inh	MazEF act	Mtb BioA inh	Rv3671c inh
Shown for Cc1ccc(C(=O)Nc2cccc(C(=O)N/N=C/c3ccc(O)cc3)c2)cc1 → 0	-1	2.6	21	-13	16	17	1	6.7	-43
Shown for O=C(COC(=O)/C=C/c1cccs1)Nc1ccc(Cl)cc1F → -3	5	-0.3	7	-4.2	9	·	5	·	-4

Part of the list above in order of SMILES length, low to high.
SMILES | FBA Mtb inh | BoNT F protease | UGM FP inh | GDH-TPI counter | FadD28 FP inh | CCHF vOTU inh | DUSP3 inh | MazEF act | Mtb BioA inh | Rv3671c inh
CCN(CC)C(=O)CC(c1ccccc1)c1ccco1 (stereo not drawn) | 2 | -3 | -2.0 | -1 | -1.2 | 8 | 10 | -5 | 1.7 | -2
CCCN1C(=O)N(c2cccc(C)c2)C(C)(O)CC1(C)C (stereo not drawn) | 1 | ? | -1.2 | -14 | -3.9 | -12 | 20 | 2 | -0.1 | 1
FC(F)(F)c1ccccc1-n1c(CN2CCCCC2)n[nH]c1=S | -4 | -16 | 1.1 | -6 | 0.0 | -10 | -3 | -1 | · | 0
COc1ccc(C2CC(c3cccc(OC)c3)n3nc(N)nc3N2)cc1 (stereo not drawn) | -1 | -3 | -0.1 | -6 | -3.9 | -10 | 21 | 2 | -0.5 | 1
COc1ccc(/C=N/NC(=O)c2ccc(Br)cc2)cc1Cn1cc(Cl)cn1 | 7 | 2 | -2.6 | 3 | -4.6 | -1 | 7 | -80 | · | -24
COc1ccc(S(=O)(=O)N(CC(=O)NCc2cccnc2)c2ccc(C)cc2)cc1OC | -8 | 1 | -3.0 | -10 | -1.7 | 8 | -52 | 4 | -0.9 | 1
